FUS suppressor – qHTS for Suppressors of FUS Proteinopathy: Primary screen using FUS-linked yeast assay | S. cerevisiae FUS-expressing, growth rescue, OD600, 24 h | Potency, µM (titrated, usually from 76.6 µM), inactives show top-dose growth rescue (activation), most hits filed as activators | 390,000 tested, 0.24% active | AID 1347120, 2019; active = well fitted activation curve with a large enough effect; inconclusive = small, poorly fitted or top-dose-only effect; inactive = no such curve, though single readings can be large or run the other way;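 note: plate controls were DMSO vehicle for no effect and reference control for full effect; nearly all actives have a fitted effect of over 55% in size; some results filed as inactive show a strong effect at the top dose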
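Restored growth of FUS-toxic S. cerevisiae, read as 600 nm absorbance after 24 h at 30C in galactose medium (starting OD 0.005). Controls CP55940 and DMSO.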
Starred values were filed as active, the others as inactive; ? = inconclusive. Potency is the fitted concentration of half-maximal effect. An excerpt. The share of hits here may be higher or lower than overall.

molecule	FUS suppressor
O=C(OC12CCCN(C1)/C(=C/c1cccnc1)C2)c1ccco1 (stereo not drawn)	-17%
Cc1cc(C(=O)NN=C/C=C/c2ccco2)n[nH]1	22%
Cc1ccc(S(=O)(=O)Nc2cc(C(=O)O)ccc2N2CCC(C)CC2)cc1C	-4%
N[C@@H](Cc1ccccc1)C(=O)N1CCC[C@@H]1C(=O)N1CCC2CCN(S(=O)(=O)c3ccccc3)CC21 (stereo partly drawn)	0%
CC(C)CCN(C)C1CCN(C(=O)Nc2ccccc2)CC1	-24%
CS(=O)(=O)N1c2ccccc2C[C@H]1Cc1cc2ccccc2o1	25%
CCn1c2ccccc2c2cc(NC(=O)CSc3nnc(-c4ccccc4)n3Cc3ccco3)ccc21	?
O=C(Nc1cccc([N+](=O)[O-])c1)NC1CCCCN(Cc2ccc(Cl)cc2)C1=O (stereo not drawn)	?

The listing continues.
molecule	FUS suppressor
Cc1ccc(S(=O)(=O)NC[C@H]2CN(S(=O)(=O)c3ccc(C)cc3)[C@@H](Cc3ccccc3)CO2)cc1	?
C=C(O[C@H]1[C@H](O)CC=C(C(=O)O)[C@@H]1O)C(=O)O	-19%
CCN(CC)CCCN1C(=O)C2=C(C1=O)C1N(C)c3ccccc3[C@@]13C[C@@H](CO)N(C(=O)CCC(=O)OC)C3=N2 (stereo partly drawn)	9%
CCN1CCCCC(NC(=O)COCc2ccccc2)C1=O (stereo not drawn)	-10%
Cc1ccc(-c2cccc3[nH]cc(C)c23)s1	25%
CC(=O)NC1CCCCN(C(C)C)C1=O (stereo not drawn)	-25%
C[C@H]1[C@@H](NC(=O)c2ccc(Cl)c(C(F)(F)F)c2)CC[C@@]23CCCN2C(=O)CCC[C@@H]13	17%
COc1ccc(CN2CCC(CNC(=O)Nc3ccc(C)c(F)c3)CC2)cc1	7%

Further records follow.
molecule	FUS suppressor
O=S1(=O)c2ccc(Br)cc2OC[C@@H](Cc2ccccc2)N1Cc1cn(CCC2OCCO2)nn1	38%
CN(Cc1ccccc1Cl)C(=O)CN1C(=O)C2(OCCCO2)c2ccccc21	-2%
CN(CCCOC(=O)CC1C=CCC1)C1CN(Cc2cn(Cc3ccccc3Cl)nn2)S(=O)(=O)C1 (stereo not drawn)	22%
O=C(CCc1ccccc1-c1ccccc1CCNC(=O)c1c(F)cccc1F)NCc1ccccc1	?
COC(=O)[C@@]12CCCCC3=C1N(CCC3)C(=O)[C@H]2CC(=O)NCCc1ccccc1OC	12%
C=CCNC(=O)NCC1CCN(Cc2ccc(OC)cc2)CC1	-1%
NC(=NCc1ccccc1)NC(=O)OCc1ccccc1	-4%
Nn1c(SCC(=O)Nc2ccc(S(=O)(=O)Nc3nccs3)cc2)nnc1-c1ccco1	13%

The list continues.
molecule	FUS suppressor
COc1ccc(OC)c(S(=O)(=O)Nc2ccc(C(=O)Nc3cc(C)on3)cc2)c1	4%
O=C(NCCc1ccc2c(c1)OCO2)c1cc(-c2ccccc2)c(N2CCOCC2)s1	7%
CC1CCCCC1C(=O)N1CCC(Oc2cccnc2)CC1 (stereo not drawn)	-15%
CCOC(=O)c1ccc(NC(=O)CSc2nnc(SCc3cccc4ccccc34)s2)cc1	14%
CCOC(=O)[C@@]12CCCC=C1N(CCc1ccc(Cl)cc1)C(=O)[C@H]2CC(=O)NCc1cccs1	38%
O=C(Cc1ccccc1)NC1CCCCN(Cc2cccc(Cl)c2)C1=O (stereo not drawn)	12%
COC(=O)[C@H]1C[C@]2(C(/C=C(\C)CCC=C(C)C)S(=O)(=O)c3ccccc3)c3ccccc3N[C@H]2N1 (stereo partly drawn)	41%
O=C1C(NC(=O)N2c3ccccc3C=Cc3ccccc32)CCCCN1Cc1cccc(C(F)(F)F)c1 (stereo not drawn)	?

New compounds follow
molecule	FUS suppressor
O=S1(=O)CC2c3ccccc3CCN2CN1CCc1ccccc1 (stereo not drawn)	-13%
O=C(NCc1ccccc1)N1CCN(Cc2nc3ccccc3c(=O)[nH]2)CC1	-5%
COC(=O)c1cc(C2(c3c[nH]c4ccccc34)CCN(C(=O)OC(C)(C)C)CC2)n2ccccc12	?
CCCC1CCC2(CC1)CCC2OC(=S)Nc1ccccc1OC (stereo not drawn)	-9%
CCCCCN1CCCCC(NC(=O)C2CCCCC2)C1=O (stereo not drawn)	-4%
O=S1(=O)c2ccc(Br)cc2OC[C@@H](c2ccccc2)N1Cc1cn(CCC2OCCO2)nn1	2%
COC(=O)c1cc(-c2cc3ccccc3o2)c(=O)n2c1CCC2	-5%
CC(C)CNC(=O)OCc1cn(Cc2ccccc2C(F)(F)F)nn1	-11%

Next part:
molecule	FUS suppressor
CC(=O)N1CCc2cc(Br)c(S(=O)(=O)CCC(=O)N3CCN(c4ccccn4)CC3)cc21	-6%
CCCCCC[C@H](CC)CN(C(=O)Oc1ccccc1)c1ccccc1	12%
CC[C@@]1(c2cccc(Cl)c2)C(=O)N(C(=O)OC(C)C)N1C(=O)OC(C)C	-8%
O=C1CCC[C@H]2C[C@H](NCc3ccc(Br)cc3)CC[C@]23CCCN13	10%
Cc1cccc2c1CCC1CN(Cc3ccccc3)S(=O)(=O)N21 (stereo not drawn)	17%
OC(c1ccccc1)(c1ccccc1)C1CCN(CCCOc2ccc(OC(F)(F)F)cc2)CC1	26%
COC[C@@H](OC(C)=O)[C@H]1OCc2ccccc2[C@@H]1/C=C/c1ccccc1	14%
CN=C1S/C(=C/c2cc(C)n(-c3cc(C)ccc3OC)c2C)C(=O)N1C	?

A second format for some results above:
> CC(=O)N1CCc2cc(Br)c(S(=O)(=O)CCC(=O)N3CCN(c4ccccn4)CC3)cc21
  FUS suppressor = -6%
> CCCCCC[C@H](CC)CN(C(=O)Oc1ccccc1)c1ccccc1
  FUS suppressor = 12%
> CC[C@@]1(c2cccc(Cl)c2)C(=O)N(C(=O)OC(C)C)N1C(=O)OC(C)C
  FUS suppressor = -8%
> O=C1CCC[C@H]2C[C@H](NCc3ccc(Br)cc3)CC[C@]23CCCN13
  FUS suppressor = 10%

Additional records:
molecule	FUS suppressor
COc1ccc2ccccc2c1-c1c(C(=O)c2ccc(Br)cc2)[nH]c(N)c1C(=O)NC1CCCCC1	6%
COC(=O)[C@]12C[C@H](CC(=O)N3CCSCC3)C(=O)N(Cc3ccco3)C1=C[C@H](COCc1ccccc1)O[C@@H]2C	28%
O=S1(=O)c2ccc(N3CCC[C@H]3CO)cc2OCCCN1C1CC1	-6%
CN1CCCN(C(=O)CSc2nnc(-c3cccnc3)n2C2CCCCC2)CC1	-2%
COc1ccc2c(c1)CN1C(=O)N(CC(C)C)S(=O)(=O)CC21 (stereo not drawn)	-7%
Cc1ccc(OCCn2c(CCNC(=O)c3ccc(F)cc3F)nc3ccccc32)cc1	?
Clc1cccc(CSc2ncnc3sc4c(c23)CCCC4)c1	-11%
CC1CCN(C2=NC(=O)N(c3ccc(Br)cc3)C(=O)C2)CC1	8%

Other entries
SMILES | FUS suppressor
O=C(CSc1nnc(-c2ccncc2)n1-c1ccccc1)Nc1cccc2ccccc12 | 8%
Cc1ccccc1CN1CCCCC(NC(=O)C(C)(C)C)C1=O (stereo not drawn) | -18%
CCOc1ccc(CCNC(=O)c2cc3sccc3n2CC)cc1OC | 21%
CC(c1ccc(NC(=O)OC(C)(C)C)cc1)c1cn(C)c2ccccc12 (stereo not drawn) | 23%
COC[C@H]1CCCN1c1cccc2c1S(=O)(=O)N1CC[C@@H](C1)O2 | -23%
O=C(NCc1cccs1)C1CCC(CNS(=O)(=O)c2cccc3cccnc23)CC1 (stereo not drawn) | 15%
CC(=O)c1cc(-c2ccccc2)n(CC(=O)NCc2ccccc2Cl)c1C | 5%
O=C(NCc1cccs1)C1CCCN(S(=O)(=O)c2cccc3ccccc23)C1 (stereo not drawn) | ?
COC1=C[C@H](C(=O)NCCNC(C)=O)[C@H](C)[C@@H](c2ccccc2)CC1=O | -10%
CC(C)N1CCCCC(NC(=O)c2cccc(C(F)(F)F)c2)C1=O (stereo not drawn) | -22%

(further entries)
SMILES | FUS suppressor
Cc1cccc(C(=O)N[C@H]2CC[C@@]34CCCN3C(=O)CCC[C@H]4[C@H]2C)c1 | -5%
C=CCN1C(=O)[C@H](CC(=O)NCCCCc2ccccc2)[C@@]2(C(=O)OCC)CCCC=C12 | 17%
CCc1nnn2c1Cn1c3ccccc3c(=O)n1[C@@H](C(C)C)C2 | 30%
CCC(NC(=O)c1ccc2c(c1)c(C)c(C)n2Cc1ccc(-c2ccccc2C#N)cc1)c1ccccc1 (stereo not drawn) | ?
C=CCN1C(=O)[C@@H](CC(=O)NCc2cccs2)[C@]2(C(=O)OCC)CCCCC/C=C/12 | 19%
CCN(CC)C(=O)CC[C@@H]1CC[C@]2(CCCN(S(=O)(=O)c3ccccc3)C2)O1 | 1%
O=C(OCc1cn(Cc2cccc(Cl)c2)nn1)N1CCCC1 | 9%
Clc1ccc(-n2c(COc3ccccc3)nnc2SCc2nc3ccccc3[nH]2)cc1 | ?
COc1cccc(CCNS(=O)(=O)c2c(C)n[nH]c2C)c1 | 7%
C=CCN(C(=O)[C@@H](CCCC)[C@@H](O)c1ccc2ccccc2c1)c1ccccc1 | 31%

Carrying on:
SMILES | FUS suppressor
O=C(C1CCCN1S(=O)(=O)c1ccc([N+](=O)[O-])cc1)N1CCc2ccccc2C1 (stereo not drawn) | 5%
O=C(NC1CCCCN(Cc2cccc(F)c2)C1=O)c1ccc(F)cc1 (stereo not drawn) | -10%
COC(=O)C1CN(Cc2ccccc2)CCS(=O)(=O)N1Cc1ccccc1F (stereo not drawn) | 0%
O=C(COCc1ccccc1)NC1CCCCN(Cc2ccc(Cl)cc2)C1=O (stereo not drawn) | 31%
COc1ccc(C(=O)CSc2nnc(-c3n[nH]c4c3CCC4)n2N)cc1OC | 28%
C[C@H]1[C@@H](NCc2ccccc2)CC[C@@]23CCCN2C(=O)CCC[C@@H]13 | 21%
C[C@H]1COc2cc(Br)ccc2S(=O)(=O)N1Cc1cn(Cc2ccc(Cl)cc2)nn1 | 18%
COc1ccc(C(=O)N[C@@H]2CC[C@@]34CCCN3C(=O)CCC[C@H]4[C@H]2C)cc1 | -3%
CCN(CC)C(=O)CC[C@@H]1CC[C@]2(CCCN(Cc3ccc(Cl)cc3)C2)O1 | -9%
CN1C(=O)C[C@@](C#N)(C(=O)N2CCCC2)[C@H]1c1ccccc1 | -21%

Next records:
SMILES | FUS suppressor
O=S(=O)(CC1NCc2cc(F)ccc21)NC1CCCC1 (stereo not drawn) | 23%
COC(=O)[C@]12C[C@H](CC(=O)NCCCCc3ccccc3)C(=O)N(Cc3ccccc3)C1=C[C@H](COCc1ccccc1)O[C@@H]2C | ?
Cn1ccc2ccc(-c3ccc4c(c3)[C@]3(CCC[C@@H](OCc5ccccc5)[C@@H]3NC(=O)CCc3ccccc3)C(=O)N4Cc3ccccc3)cc21 | 35%
CC(C)C[C@H](NC(C)(C)C(=O)NC1CCCCC1)C(=O)NCC(c1ccccc1)c1ccccc1 | 11%
Cc1cccc(NC(=O)[C@@H]2CC(=O)O[C@@H]2c2ccccc2)c1C | 0%
COc1ccc(CCNS(=O)(=O)c2c(C)n[nH]c2C)cc1 | -1%
C=CC[C@]1(O)C(=O)N(c2ccccc2)c2ccccc21 | -6%
O=C(OCc1cn(Cc2cccc(F)c2F)nn1)N1CCOCC1 | -4%
O=S(=O)(Nc1ccc(C(O)(C(F)(F)F)C(F)(F)F)cc1)c1cccs1 | -1%
COC(=O)C1CN(Cc2ccc(F)cc2)CCS(=O)(=O)N1Cc1cn(Cc2ccc(F)cc2)nn1 (stereo not drawn) | 18%

Exported with each value named: entries from further up.
CCCCCN1CCCCC(NC(=O)C2CCCCC2)C1=O (stereo not drawn)
  FUS suppressor = -4%
O=S1(=O)c2ccc(Br)cc2OC[C@@H](c2ccccc2)N1Cc1cn(CCC2OCCO2)nn1
  FUS suppressor = 2%
COC(=O)c1cc(-c2cc3ccccc3o2)c(=O)n2c1CCC2
  FUS suppressor = -5%
CC(C)CNC(=O)OCc1cn(Cc2ccccc2C(F)(F)F)nn1
  FUS suppressor = -11%

Going on with the list:
SMILES | FUS suppressor
O=C(CSc1nc2ncccc2[nH]1)N1CCOCC1 | 4%
CCC(C)N(C(=O)Cn1nc(Cc2ccncc2)c2ccccc2c1=O)C(C)CC (stereo not drawn) | 21%
COc1ccc(CCNC(=O)Cn2ncc3c2-c2cc(C)ccc2OC3)cc1 | 13%
O=c1c2cc3cccnc3nc2ncn1Cc1cccs1 | -14%
COc1ccc(CN2CN3CCc4ccccc4C3CS2(=O)=O)cc1 (stereo not drawn) | -12%
COC(=O)C1CN(Cc2ccc(F)cc2)CCS(=O)(=O)N1Cc1ccc(OC)cc1 (stereo not drawn) | 42%
COC(=O)C/C=C/[C@H](C)[C@@H](NC(=O)C(F)(F)F)c1ccccc1Br | -11%
CC1(C)CC(=O)C=C(Nc2ccccc2NC(=O)c2cc(F)cc(F)c2)C1 | 1%
CC(NCc1ccco1)C(=O)N1CCN(c2cccc(C(F)(F)F)c2)CC1 (stereo not drawn) | 4%
Cn1c(=O)cc(OCCCC(=O)Nc2cc(-c3ccncc3)ccn2)c2ccccc21 | 14%
Cc1ccc(CN2CCCCC(NC(=O)c3c(F)cccc3F)C2=O)cc1 (stereo not drawn) | 22%
COc1ccc(-n2c(SCC(=O)Nc3ccc(S(=O)(=O)Nc4nccs4)cc3)nnc2-c2ccco2)cc1 | ?
O=C(OCc1ccccc1)[C@H](Cc1ccccc1)NC(=O)[C@@H]1CC=C[C@@H]2CCN(CCc3ccccc3)C(=O)[C@@H]21 | ?

Compound activity as filed in PubChem BioAssay.
